PPC-1+TRAIL kill: compounds killing PPC-1 cancer cells with TRAIL present, primary screen, TRAIL potentiator project, ATPLite luminescence, uHTS; PPC-1 cells + TRAIL, ATPLite viability luminescence; cell killing (% activity), % at 4 µM; hit rate 0.41% among 220,000;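 active means cell killing above 50% in the first pass at 4 µM, then a duplicate retest at 5 µM averaging 50% or more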;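 further: plate controls were cells with TRAIL plus DMSO for no effect and medium-only wells lacking cells for full effect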
p47phox inh: p47phox/p22phox peptide binding inhibitors, primary screen, biochemical, uHTS, NADPH oxidase regulatory subunit; Neutrophil cytosol factor 1 (Homo sapiens), P14598; fluorescence polarization, 2 h; inhibition, % at 24.7 µM; hit rate 0.53% among 220,000;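 active means inhibition above about 30%, limit read from the data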;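 further: 0% = p47phox with labelled peptide and 100% = labelled peptide alone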
Furin inh: human furin inhibitors, primary screen, biochemical, fluorescence intensity | P09958 | purified furin, fluorogenic substrate cleavage | inhibition, % at 30 µM | hit rate 0.061% among 220,000; in the data active means inhibition above about 25%; further: inactives centre near -15
EP2 antag: human EP2 receptor antagonists, primary screen, TR-FRET cAMP, C6 glioma cells. inhibition, % at 25 µM. C6 glioma cells expressing human EP2; cells stimulated with saturating PGE2. AID 1422, 2008. Prostaglandin E2 receptor EP2 subtype (Homo sapiens), P43116. hit rate 0.52% among 260,000;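 active means percent inhibition above 40 after rounding to a whole number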;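 further: rat C6 glioma host cells with rolipram phosphodiesterase inhibitor present; the protocol text gives 20 µM as final concentration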
Target sequence (P43116 whole entry, looked up): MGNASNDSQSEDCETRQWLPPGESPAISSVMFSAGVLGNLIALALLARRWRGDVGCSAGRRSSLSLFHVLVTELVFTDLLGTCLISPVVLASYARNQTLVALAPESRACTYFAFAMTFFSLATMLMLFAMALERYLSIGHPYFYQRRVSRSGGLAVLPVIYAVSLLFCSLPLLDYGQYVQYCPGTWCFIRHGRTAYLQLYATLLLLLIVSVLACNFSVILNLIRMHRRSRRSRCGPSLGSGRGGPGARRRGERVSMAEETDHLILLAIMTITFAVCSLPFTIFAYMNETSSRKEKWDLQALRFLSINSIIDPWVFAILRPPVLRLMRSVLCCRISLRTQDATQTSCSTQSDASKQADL
RBBP9 inh: human RBBP9 inhibitors, primary screen, biochemical, fluorescence polarization, FP-Rh probe, HTS; AID 1515, 2009; recombinant RBBP9; inhibition, % at 7.94 µM; Serine hydrolase RBBP9 (Homo sapiens), O75884; hit rate 0.2% among 220,000;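 active means inhibition above the campaign mean of all tested compounds plus 3 SD, cut at about 14% in these data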;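 further: plate controls were DMSO wells with RBBP9 for no effect and wells lacking RBBP9 protein for full effect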
Target sequence (O75884 whole entry, looked up): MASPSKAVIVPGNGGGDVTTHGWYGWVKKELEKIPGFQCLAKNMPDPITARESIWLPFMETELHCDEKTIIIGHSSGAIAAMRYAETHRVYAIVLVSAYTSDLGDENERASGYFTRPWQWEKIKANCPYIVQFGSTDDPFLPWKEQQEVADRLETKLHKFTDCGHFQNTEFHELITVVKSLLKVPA
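System: RBBP9 protein / Buffer or medium: Tris/NaCl buffer pH 8.0 with 0.1% Pluronic / Probe or stimulus: Serine-hydrolase probe FP-Rh, 375 nM pre-mixing / Dosing: 7.94 µM single dose, 0.794% DMSO / Times: enzyme-compound preincubation 30 min, then probe labeling 45 min, 25 °C / Technique: fluorescence polarization (mP), excitation 525 nm, emission 598 nm / Replication: singlicate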
p97 inhibitor: inhibitors of human p97 ATPase, primary screen, biochemical; recombinant p97 ATPase, Kinase-Glo ATP luminescence, 3 h; inhibition, % at 8 µM; hit rate 0.42% among 220,000; AID 1481, 2009; in the data active means inhibition above about 15%;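 further: 0% = DMSO vehicle and 100% = wells lacking enzyme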
BaF3 tox: parental Ba/F3 cell viability inhibition, counter-screen for JAK2V617F inhibitor project, murine pro-B, CellTiter-Glo luminescence | CellTiter-Glo ATP luminescence | inhibition, % at 5.6 µM | hit rate 1.1% among 220,000;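 active means inhibition above a per-campaign cutoff, the mean inhibition of all tested compounds plus 3 SD, cut at about 27% in these data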;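 further: 0% = DMSO wells and 100% = JAK Inhibitor I control wells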
TbHK1 inh: Trypanosoma brucei hexokinase 1 inhibitors, primary screen, biochemical, G6PDH-coupled NADH absorbance, MLSCN library; recombinant TbHK1, G6PDH-coupled NADH A340; hit rate 0.11% among 220,000; inhibition, % at 10 µM; hexokinase 1 [Trypanosoma brucei]; AID 1430, 2008;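 active means inhibition of 50% or more in the single-dose primary screen; inactive means inhibition below 50%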
Ba/F3 V617F tox: reduced viability of JAK2V617F-dependent Ba/F3 cells, primary screen, JAK2V617F inhibitor project, cell-based, Ba/F3 EpoR-JAK2V617F, luminescence; inhibition, % at 5.6 µM; ATP luminescence; hit rate 1.1% among 220,000; AID 1446, 2008;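 active means inhibition above the campaign mean plus 3 SD over all tested compounds, cut at about 24% in these data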;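 further: cytokine-independent growth of Ba/F3 cells driven by EpoR plus mutant JAK2; 0% = DMSO-treated cells and 100% = JAK inhibitor I control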
The depositor's hits bear a star; . = not tested or not shown; [ ] = remark or other dose. Some of the compounds tested; the hit share may differ from the screen's.

1	Cc1nc(-n2cc(F)c(=O)[nH]c2=O)c2nc(C)oc2n1
2	Cc1ccc(NC(=O)c2nnn(-c3cccc(C(F)(F)F)c3)c2N)cc1
3	Cc1ccc(S(=O)(=O)CC(c2ccccc2)N2CCOCC2)cc1 (stereo unspecified)
4	O=C(c1ccc(F)cc1)C1CCN(S(=O)(=O)c2ccccc2)CC1
5	O=C(Cc1cccc(C(F)(F)F)c1)NCc1ccc(Cl)cc1Cl
6	Cc1ccc(C(=O)NCCSc2c(C)[nH]c3ccccc23)cc1[N+](=O)[O-]
7	O=C(N/N=C/c1ccco1)c1cnccn1
8	CN(c1ccccc1C(=O)Nc1ccc2c(c1)OCO2)S(C)(=O)=O
entry no.	1	2	3	4	5	6	7	8
PPC-1+TRAIL kill	8	-2	-15	8	4	5	8	3
p47phox inh	-1	-12	0	-4	1	1	-7	5
Furin inh	-17	-9	-25[20 µM]	-34	15	2	-16[20 µM]	-26[20 µM]
EP2 antag	4	6	11	9	7	18	16	9
RBBP9 inh	-4	-1	-5	0	-5	-2	6	-2
p97 inhibitor	9	0	-1	6	1	-3	3	4
BaF3 tox	-1	12	-1	0	0	15	0	4
TbHK1 inh	2	-8	-2	3	-3	8	-37	-4
Ba/F3 V617F tox	-3	3	-2	-5	-5	3	-1	-3

9	Cc1cc(C)c2nc(SC(C)C#N)cc(C)c2c1 (stereo unspecified)
10	CCOc1ccccc1N1CCN(Cc2cn[nH]c2-c2ccc(F)cc2)CC1
11	O=C(CSc1nnc(Cn2nnc3ccccc32)o1)Nc1cccc(Cl)c1
12	Cc1cc(Cl)c(S(=O)(=O)N2CCN(c3ccccn3)CC2)cc1OCC(=O)NC1CCCCC1
13	CCCCn1c(=O)cc(N2CCOCC2)[nH]c1=O
14	CCOC(=O)c1[nH]c2ccccc2c1NC(=O)c1ccc(S(=O)(=O)N2CCOCC2)cc1
15	CC(NC(=O)CN(C)CC(=O)Nc1ccc(F)c(F)c1F)c1ccccc1 (stereo unspecified)
16	COc1ccccc1C1=NOC(Cn2c(=O)c3c(ncn3C)n(C)c2=O)C1 (stereo unspecified)
entry no.	9	10	11	12	13	14	15	16
PPC-1+TRAIL kill	12	-10	16	7	36	-4	-7	14
p47phox inh	-7	-13	5	-8	4	-4	1	-2
Furin inh	-18[20 µM]	-11	-10[20 µM]	-18	3	-17	-32	-32
EP2 antag	13	8	12	5	10	.	6	17
RBBP9 inh	-3	-4	-7	-11	-5	-5	-7	-3
p97 inhibitor	-1	5	4	2	-7	1	-1	2
BaF3 tox	2	0	9	3	7	7	5	7
TbHK1 inh	0	-2	1	-6	-4	-9	1	0
Ba/F3 V617F tox	-4	-1	0	0	1	-2	-4	2

17	CCn1c(CNC(=O)c2ccccc2F)nnc1SCCOc1ccccc1
18	Cc1cccn2c(=O)c3cc(C#N)c(=NC(=O)c4cccs4)n(CC(C)C)c3nc12
19	Cc1c(Cl)cnc(NC(=O)COC(=O)c2ccc(S(=O)(=O)NCc3ccco3)cc2)c1Cl
20	Cc1cccc(OCC(=O)Nc2ccc(C(=O)NCC(C)C)cc2)c1
21	Cc1cc(/C=C2\SC(=O)N(CC(=O)Nc3ccccc3F)C2=O)c(C)n1C
22	CCc1cc(-c2n[nH]c(C)c2-c2nc3ccccc3n2C)c(O)cc1O
23	O=C(NC1CCCC1)C(c1cccs1)N(Cc1ccco1)C(=O)c1csnn1 (stereo unspecified)
24	CC(Oc1ccc(Cl)cc1)C(=O)/C=C/N(C)C (stereo unspecified)
entry no.	17	18	19	20	21	22	23	24
PPC-1+TRAIL kill	10	10	35	4	24	13	18	23
p47phox inh	-6	-12	-34	-2	-23	-5	15	-19
Furin inh	-24	-13	-13	-25	-4	-19	-40	-17[20 µM]
EP2 antag	6	12	14	9	6	9	7	2
RBBP9 inh	-2	-8	0	-1	-5	-4	-5	-7
p97 inhibitor	0	0	8	-1	0	3	0	3
BaF3 tox	6	0	-2	3	5	2	7	5
TbHK1 inh	-1	-17	7	-2	-14	-2	4	-9
Ba/F3 V617F tox	0	0	-2	1	-1	-2	0	-2

25	COc1ccc(N2CC(O)=C(c3nc4ccccc4s3)C2=N)cc1
26	O=C(Nc1ccc(Cl)cc1)N(CCCN1CCOCC1)Cc1cccs1
27	COc1cc(NC2c3ccccc3C(=O)N2Cc2ccccc2Cl)cc(OC)c1 (stereo unspecified)
28	CCn1cc(S(=O)(=O)CC(=O)Nc2cc(C)ccc2C)c2ccccc21
29	O=C(COc1cccc(F)c1)Nc1ccc2[nH]c(=O)[nH]c2c1
30	CCNc1cc(N2CCOCC2)nc(SC)n1
31	O=c1c2c(n3nnnc3n1Cc1ccccc1)-c1ccccc1CC21CCCC1
32	O=C(NCCc1ccccc1)/C(=C\c1ccc([N+](=O)[O-])cc1)NC(=O)c1ccccc1
entry no.	25	26	27	28	29	30	31	32
PPC-1+TRAIL kill	8	6	6	24	14	-14	26	17
p47phox inh	-9	-3	-6	2	-6	-8	-4	-11
Furin inh	-12	-14	-19	-1	-14	-3	-15[20 µM]	-13
EP2 antag	9	7	3	13	8	7	4	.
RBBP9 inh	-3	-4	-14	-9	-5	6	-2	-7
p97 inhibitor	-2	4	0	-8	2	1	7	-1
BaF3 tox	4	5	-1	10	5	10	5	9
TbHK1 inh	-2	-3	6	4	-2	0	-2	-14
Ba/F3 V617F tox	3	0	-1	6	-3	1	-4	0

33	O=C(CCSc1ccccc1)NC(=O)COC(=O)C1CCCCC1
34	O=C(/C=C/c1ccccc1)NC(NC(=S)Nc1ccc(Cl)cc1Cl)C(Cl)(Cl)Cl (stereo unspecified)
35	CCN(CC)CCCn1c(C)cc2c(c1=O)C(c1ccccc1)C(C#N)=C(N)O2 (stereo unspecified)
36	COc1cc(OC)c(C(=O)COc2ncnc3ccccc23)c(OC)c1
37	Cn1cnnc1SCC(=O)OCN1C(=O)c2ccccc2C1=O
38	Nc1cc(OC(=O)c2cccs2)nn1S(=O)(=O)c1ccc(F)cc1
39	CC1=C(C)C(OCCBr)N(c2cc(O)c(Cl)cc2F)C1=O (stereo unspecified)
40	O=C(Oc1ccc(Cl)c2cccnc12)N1CCOCC1
entry no.	33	34	35	36	37	38	39	40
PPC-1+TRAIL kill	16	4	.	-4	31	1	-15	2
p47phox inh	-9	-4	2	-5	-3	-12	-3	-2
Furin inh	-19	-16	-14	-20	-22	-12	-11	-22
EP2 antag	8	5	14	4	12	11	9	9
RBBP9 inh	2	-6	1	0	1	-5	1	-2
p97 inhibitor	2	5	4	1	-3	2	8	3
BaF3 tox	4	6	0	4	4	2	2	1
TbHK1 inh	2	-1	3	-4	-2	30	-16	-2
Ba/F3 V617F tox	-2	0	-2	1	4	4	-2	-2

41	Cc1nc2c(ncn2-c2ccccc2)c(=O)n1NC(=O)CN1CCOCC1
42	CC1Sc2ccccc2N(CC(=O)N(C(C)C)C(C)C)C1=O (stereo unspecified)
43	Cc1ccc(S(=O)(=O)n2nc(OC(=O)c3ccco3)cc2N)cc1
44	CCOC(=O)N1CCC(NC(=O)C2CCN(S(=O)(=O)c3c(C)noc3C)CC2)CC1
45	CCCCSc1nnc([C@H](CC(C)C)NC(=O)OC(C)(C)C)o1
46	CCOC(=O)c1ccc(N(C(=O)c2cnccn2)C(C(=O)NC2CCCCC2)c2cn(C)nc2C)cc1 (stereo unspecified)
47	O=C(COc1ccccc1Cl)c1ccc[nH]1
48	CCOC(=O)C1=NN(C(=O)c2ccccc2)C(O)(c2ccc(C)cc2)C1 (stereo unspecified)
49	COC(=O)C1=C(C)NC2=C(C(=O)CC(c3cccs3)C2)C1c1ccsc1 (stereo unspecified)
50	COc1ccc(CNC(=O)c2cc(C)nn2-c2ccccc2)cc1
51	Cc1ccc(C(=O)NCc2ccc3c(c2)CCO3)cc1C
entry no.	41	42	43	44	45	46	47	48	49	50	51
PPC-1+TRAIL kill	-8	8	.	29	7	22	15	19	3	24	-4
p47phox inh	0	-11	1	3	3	3	-8	-2	-4	-6	-5
Furin inh	-18	4[20 µM]	-16	-20[20 µM]	-20	-15[20 µM]	-31	-1	0	-13	-18
EP2 antag	5	10	10	7	4	6	4	4	6	7	11
RBBP9 inh	-3	3	0	3	-4	-2	-8	-11	-1	-9	-7
p97 inhibitor	2	0	1	-3	-8	22*	3	-8	-3	2	8
BaF3 tox	-4	5	5	3	8	-2	6	5	22	1	0
TbHK1 inh	-8	0	7	-4	8	-3	-1	7	-4	-11	-11
Ba/F3 V617F tox	0	2	-3	-2	7	-3	1	1	10	-1	-3
